Screening results deposited in PubChem BioAssay by several laboratories.
VHR inh abs: VHR1 phosphatase inhibitors, primary screen, biochemical, absorbance, uHTS; AID 1654, 2009; 290,000 tested, 0.52% active; inhibition, % at 13.3 µM; Dual specificity protein phosphatase 3 (Homo sapiens), P51452; recombinant VHR phosphatase, pNPP absorbance; in the data active = inhibition above about 50%; note: some compounds called inactive have numbers as strong as hits
Target sequence (P51452 whole entry, looked up): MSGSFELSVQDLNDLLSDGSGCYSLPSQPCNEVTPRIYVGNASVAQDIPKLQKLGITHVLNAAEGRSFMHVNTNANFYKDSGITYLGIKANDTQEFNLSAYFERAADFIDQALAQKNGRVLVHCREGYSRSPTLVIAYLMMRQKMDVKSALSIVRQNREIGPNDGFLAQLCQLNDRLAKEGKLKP
SARS 3CLpro inh: SARS-CoV 3CLpro protease inhibitors, primary screen, biochemical, quenched FRET | Replicase polyprotein 1ab (Severe acute respiratory syndrome coronavirus), P0C6X7 | recombinant SARS-CoV 3CLpro, quenched FRET peptide cleavage | inhibition, % at 6 µM | 290,000 tested, 0.14% active; in the data active = inhibition above about 12%
TcdB GH inh: TcdB glycohydrolase inhibitors, primary screen, biochemical, single point, plate reader. inhibition, % at 9.99 µM. 350,000 tested, 0.24% active. TcdB glycohydrolase enzymatic assay; in the data active = inhibition above about 10%
BoNT-A LC inh2: BoNT/A light chain protease inhibitors, primary screen, biochemical, flow cytometry, MLPCN library. inhibition, % at 10 µM. multiplex microsphere protease substrate cleavage. 360,000 tested, 0.17% active. Botulinum neurotoxin type A light chain protease (Clostridium botulinum A str. ATCC 3502); note: plate controls were buffer without enzyme for full effect and enzyme alone for no effect
CCHFV vOTU inh: CCHFV vOTU protease inhibitors, primary screen, biochemical, Pep-AMC substrate, fluorescence; Crimean-Congo hemorrhagic fever virus L polyprotein viral ovarian tumor (vOTU) protease …; inhibition, % at 11.5 µM; 370,000 tested, 0.55% active; AID 651958, 2012; in the data active = inhibition above about 30%; note: 0% = vehicle wells with enzyme and 100% = no enzyme wells
PfHsp40 yeast: rescue of yeast from PfHsp40 toxicity, primary screen, S. cerevisiae, ATP luminescence. growth rescue, % at 12.5 µM. S. cerevisiae expressing PfHsp40, growth rescue. 340,000 tested, 0.68% active; in the data active = growth rescue above about 28%, passing the limit was not always enough; inconclusive = no clear call, values can overlap the other calls;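 note: yeast W303a lacking pdr1 and pdr3 grown in galactose medium; growth measured after three days at 30 °C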
Vc quorum ag: inducers of Vibrio cholerae quorum light production without autoinducers, primary screen, BH1578 luxS cqsA deficient, single point | V. cholerae BH1578 lux reporter, luminescence, 6 h | activation, % at 18.7 µM | 350,000 tested, 0.16% active | AID 588436, 2011; in the data active = activation mostly above about 9.7%, no sharp cut-off; inconclusive = no clear call, values can overlap the other calls; inactive = mostly below about 3.7%; note: not every result past the cut was called active; inactives centre near 0; reference of the scale not given here
Anthrax LF inh2: Bacillus anthracis LF protease inhibitors, primary screen, biochemical, multiplex microsphere, MLPCN library | inhibition, % at 10 µM | multiplex microsphere protease cleavage assay | Lethal factor (Bacillus anthracis), P15917 | 360,000 tested, 0.12% active | AID 588501, 2011; note: plate controls were buffer without enzyme for full effect and enzyme alone for no effect
Target sequence (P15917 whole entry, looked up): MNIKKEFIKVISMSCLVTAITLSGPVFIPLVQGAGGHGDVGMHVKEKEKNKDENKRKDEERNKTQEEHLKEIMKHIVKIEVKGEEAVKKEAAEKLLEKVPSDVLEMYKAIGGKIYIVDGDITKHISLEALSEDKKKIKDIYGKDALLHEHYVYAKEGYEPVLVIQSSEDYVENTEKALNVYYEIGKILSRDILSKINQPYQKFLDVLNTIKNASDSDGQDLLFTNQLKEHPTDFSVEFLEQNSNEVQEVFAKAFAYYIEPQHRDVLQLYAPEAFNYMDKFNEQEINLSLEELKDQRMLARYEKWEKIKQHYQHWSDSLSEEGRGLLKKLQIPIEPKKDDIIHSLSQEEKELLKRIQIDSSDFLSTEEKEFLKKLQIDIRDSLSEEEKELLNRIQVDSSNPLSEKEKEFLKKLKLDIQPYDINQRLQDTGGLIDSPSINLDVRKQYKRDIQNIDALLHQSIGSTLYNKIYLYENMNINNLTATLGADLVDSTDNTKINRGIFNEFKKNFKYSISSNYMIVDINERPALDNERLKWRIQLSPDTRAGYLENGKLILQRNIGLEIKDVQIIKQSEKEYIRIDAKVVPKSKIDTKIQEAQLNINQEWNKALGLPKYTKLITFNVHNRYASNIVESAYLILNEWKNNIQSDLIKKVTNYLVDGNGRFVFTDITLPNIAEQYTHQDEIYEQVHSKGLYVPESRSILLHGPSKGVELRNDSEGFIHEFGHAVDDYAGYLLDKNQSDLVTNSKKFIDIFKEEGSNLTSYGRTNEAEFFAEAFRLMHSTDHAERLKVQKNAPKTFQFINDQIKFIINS
Y pestis TopoI: Yersinia pestis topoisomerase I inhibitors, primary screen, biochemical, cleavage product accumulation, plate reader, single point; 360,000 tested, 0.064% active; DNA topoisomerase I (Yersinia pestis CO92); activity, % at 10 µM; Y. pestis Topo-I cleavage product accumulation; in the data active = activity above about 50%, passing the limit was not always enough; inconclusive = no clear call, values can overlap the other calls; note: inactives centre near 2
PriA SSB inh: inhibitors of Klebsiella pneumoniae PriA binding to SSB C-terminal tail, primary screen, biochemical, AlphaScreen; PriA–SSB C-terminal tail interaction (Klebsiella pneumoniae); AlphaScreen SSBct-PriA binding, biotinylated peptide; inhibition, % at 33 µM; 430,000 tested, 0.6% active; in the data active = inhibition mostly above about 37%, no sharp cut-off; inactive = mostly below about 20%;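 note: plate controls were negative control peptide for no effect and reference peptide for full effect; strong numbers were not always called active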
Starred values were filed as active, the others as inactive; i = inactive; ? = inconclusive; · = no result given; & = joins results of further samples. Cut-off read from the data, not from the text of the source, unless noted: active = inhibition above about 30%; inconclusive = no clear call, values can overlap the other calls; inactive = below that. Not all compounds are listed; rates above refer to the full screens.

| molecule | TcdB GH inh | CCHFV vOTU inh | VHR inh abs | SARS 3CLpro inh | Vc quorum ag | Y pestis TopoI | BoNT-A LC inh2 | Anthrax LF inh2 | PriA SSB inh | PfHsp40 yeast |
| --- | --- | --- | --- | --- | --- | --- | --- | --- | --- | --- |
| O=S(=O)(c1ccccc1)N1CCC(n2nnc3cc(F)ccc32)CC1 | -0.7 | -11 | 17 | 1 | -14 | 2 | -1.3 | -4 | -5 | 0.4 |
| CC(=O)Nc1ccc(CN2CCN(c3cccc(C(F)(F)F)c3)CC2)cc1 | · | -6 | 8 | -3 | i | 5 | -1.9 | -2 | 2 | -0.5 |
| Oc1ccccc1/C=N/N1CCN(c2ccccn2)CC1 | 1.6 | 5 | 29 | 0 | -0.5 | 7 | -0.5 | -2 | · | -0.9 |
| CCOc1ccc(NC(=O)CN(c2cccc(C(F)(F)F)c2)S(C)(=O)=O)cc1 | · | 6 | 25 | -10 | -0.4 | 14 | 4.4 | ? | -3 | -1.1 |
| CCOc1ccc(S(=O)(=O)Nc2ccccc2C(=O)N/N=C/c2c(OC)ccc3ccccc23)cc1 | · | 5 | 30 | 4 | -0.2 | 2 | -1.0 | -1 | · | 0.4 |
| CCOC(=O)C1=CCC(c2cccc(Cl)c2)N(S(=O)(=O)c2ccc(C)cc2)C1 (stereo not given) | 1.9 | 13 | · | · | · | · | -1.0 | 2 | · | · |
| CCCC(C(=O)NNC(=O)c1ccncc1)c1ccccc1 (stereo not given) | 1.2 | 0 | · | · | -1.7 | 5 | 0.3 | -1 | -5 | -2.0 |
| CC(=O)c1ccc(OCc2cc(C(=O)N3CCN(C4CCCC4)C(=O)C3)no2)cc1 | -0.2 | 3 | 10 | 6 | i | 11 | -1.6 | 0 | -6 | -0.4 |
| O=C(Nc1ccccc1)C1=C[C@H](C2CC2)C[C@H](OCCCCO)O1 | 1.7&3.2 | -13 | 26 | -2 | -1.2 | 17 | 0.3 | -3 | -1 | -1.2 |
| N#CC1=C(SCC(=O)Nc2cccc3cccnc23)NC(=O)C(C#N)C12CCCCC2 (stereo not given) | -1.0 | -7 | 15 | -1 | -0.4 | -3 | 0.3 | -1 | -6 | -0.6 |
| Cc1c(CCC(=O)NCC(=O)NCC(=O)O)c(=O)oc2cc3oc4c(c3cc12)CCCC4 | 1.2 | -28 | -7 | 2 | i | 6 | 1.3 | 8 | 4 | 0.3 |
| O=C(Nc1ncn[nH]1)c1ccc(Cl)c(S(=O)(=O)N2CCCCCC2)c1 | · | -4 | 18 | 2 | i | 6 | -1.3 | 3 | -5 | 1.4 |
| CC(=O)Nc1nnc(SCC(=O)Nc2nc(C)cs2)s1 | 2.2 | 16 | -40 | 0 | -0.4 | -4 | 1.8 | -1 | -4 | -1.6 |
| COc1ccc(NC(=O)c2nc[nH]c2C(=O)NCC(=O)OC(C)(C)C)cc1 | -1.6 | 17 | 27 | · | i | 9 | -0.2 | -3 | 0 | 3.0 |
| CCOC(=O)C1CCCN(C(=O)c2cc3ccc(OC)cc3[nH]2)C1 (stereo not given) | 0.5 | 16 | -35 | 0 | -0.6 | 3 | 0.6 | -4 | -2 | -0.5 |
| CC1(C)CC(=O)/C(=N/Nc2ccc(Cl)cc2)CO1 | -1.1 | -6 | 1 | 1 | i | -5 | -0.7 | -5 | · | 1.1 |
| CS(=O)(=O)Nc1ccc(C2=NN(C(=O)c3ccccc3)C(c3cccs3)C2)cc1 (stereo not given) | 3.2 | 4 | -2 | 2 | -1.8 | -5 | 0.1 | -8 | -20 | ? |
| COCCNC(=O)c1ccc2c(c1)ncn2-c1cccc(C)c1 | -3.7 | -13 | -2 | -2 | -1.2 | 0 | 0.8 | 2 | 0 | 2.6 |
| CCOc1ccc(S(=O)(=O)/N=C(/c2ccccc2)N(C)C)cc1 | 0.5 | -10 | 34 | 1 | 1.5 | -1 | -1.3 | -1 | · | 1.3 |
| O=C(/C=C/c1cccc2ccccc12)c1ccncc1 | · | 0 | 19 | -2 | i | 10 | 14 | 9 | 8 | -1.6 |
| CCOc1ccc(NC(=O)CN2CCN(CC(=O)Nc3ccccc3OC)CC2)cc1 | 0.1 | -20 | -11 | 2 | 1.6 | 3 | 0.7 | -17 | 3 | -3.7 |
| CC(C)(C)NC(=O)C1(C)CCC(=O)N1CC(F)(F)F (stereo not given) | 0.4 | 9 | · | · | · | · | -0.2 | -3 | · | · |
| COc1cc(C2c3c(-c4ccccc4O)n[nH]c3C(=O)N2Cc2ccco2)cc(OC)c1OC (stereo not given) | 1.6 | 13 | 0 | 5 | 0.6 | 9 | -1.1 | -5 | 7 | 0.2 |
| O=C(CCCl)N1CCN(c2nc(-c3ccccc3)cs2)CC1 | 0.1 | -5 | 9 | 3 | -0.8 | 0 | -1.7 | -1 | 23 | -0.4 |
| C=Cn1cc(CNC[C@H]2O[C@@H](n3cnc4c(=O)[nH]c(N)nc43)[C@H](O)[C@@H]2O)c(C)n1 | 1.5 | 0 | · | · | · | · | -0.4 | -4 | · | · |
| CCCn1c(N)c(C(=O)CSc2nnc(-c3cccs3)n2C2CC2)c(=O)[nH]c1=O | -0.6 | -5 | · | · | i | 14 | -0.2 | -5 | -14 | -0.3 |
| Cc1ccccc1NC(=O)c1ccc2nc(N3CCOCC3)sc2c1 | 0.0 | -5 | -2 | -1 | 0.0 | 6 | -0.2 | -4 | -8 | -0.6 |
| O=C(Nc1ccc(Cl)cc1F)C1CCN(S(=O)(=O)c2cccnc2)CC1 | · | 7 | 3 | 0 | i | -7 | -0.5 | -4 | -9 | -1.0 |
| COCCNC(=O)c1nn2cccnc2c1Cl | · | 3 | 23 | 2 | -0.1 | 3 | 0.8 | 0 | -3 | 0.3 |
| Cc1cc(NC(=O)CSc2nnc(-c3ccncc3)n2-c2ccc(F)cc2)no1 | 0.2 | -7 | 2 | 7 | -0.2 | -6 | -0.1 | 1 | -7 | 0.4 |
| O=C(c1cc2ccccc2oc1=O)N(Cc1ccc(F)cc1)C1CCS(=O)(=O)C1 (stereo not given) | 1.1 | 3 | 12 | 1 | i | -1 | -3.5 | 17 | -6 | -0.9 |
| CCC(=O)Nc1ccc(C(=O)CSc2nc3ccccc3cc2CC)cc1 | 1.9 | 4 | 2 | 4 | -0.3 | 20 | -0.7 | 0 | -13 | 1.4 |
| CCn1cc(C(=O)O)c(=O)c2cc(F)c(N3CCN(C(=S)NC(=O)c4ccccc4F)CC3)cc21 | 0.9 | -3 | -4 | -1 | -0.6 | 9 | -0.9 | 0 | -20 | 0.1 |
| O=C(COC(=O)/C=C/c1ccc(Cl)cc1)Nc1ccc2[nH]c(=O)[nH]c2c1 | -0.2 | 0 | · | · | i | 7 | 6.2 | 2 | 9 | 0.1 |
| CCOc1ccc(C2CC(=O)NC3=C2C(=O)CCC3)cc1 (stereo not given) | · | -6 | 3 | 2 | -3.0 | 9 | -0.1 | -2 | -8 | 0.0 |
| Cc1ccc(-n2nnnc2CN2CCCCC2)cc1 | 0.3 | -4 | 23 | 1 | -0.4 | 9 | -2.4 | -4 | 10 | -1.7 |
| COc1ccc(-n2c(SCC(=O)Nc3nccs3)nc3sc4c(c3c2=O)CCN(C)C4)cc1 | · | 6 | 14 | 2 | · | -2 | 12 | 10 | 10 | -0.1 |
| CCC1=C(C)CN(C(=O)NCCc2ccc(S(=O)(=O)NC(=O)NC3CCC(C)CC3)cc2)C1=O (stereo not given) | -0.8 | 7&7 | · | · | i | 12 | 0.4 | 2 | 0 | 1.2 |
| CCc1c(C(=O)Nc2nnc(C3CC3)s2)csc1C | 3.1 | -13 | -4 | 0 | 0.5 | 2 | ? | 1 | -20 | 0.4 |
| COc1ccc(S(=O)(=O)N2CCCCC2)cc1NC(=O)Cc1cccs1 | 0.9 | 11 | · | · | i | 17 | 1.1 | -9 | · | -0.1 |
| COC(=O)C1=C(CS(=O)(=O)c2ccc(OC)c(OC)c2)NC(=O)NC1c1ccc(O)c(OC)c1 (stereo not given) | 1.0 | 7 | 8 | -2 | -0.4 | -1 | -0.7 | 2 | -2 | 0.2 |
| Cn1c(Cc2cccs2)nnc1SCC(=O)Nc1ccccc1F | 0.5 | -3 | · | · | -2.6 | -2 | 2.2 | 4 | -3 | -0.9 |
| COc1cc(C(=O)NCC2CCCN2S(=O)(=O)c2cccs2)cc(OC)c1OC (stereo not given) | -2.6 | 6 | · | · | -1.4 | 14 | -6.6 | -6 | -13&-1 | -2.5 |
| CCN(CC)c1c([N+](=O)[O-])c(=O)sc2ccccc12 | 0.1 | 8 | 11 | 3 | -0.2 | -2 | -0.6 | 0 | 3 | -1.9 |
| COc1cccc(-c2nc(CS(=O)(=O)CC(=O)NCc3ccccc3)c(C)o2)c1 | 2.4 | 17 | 12 | 0 | -0.6 | 29 | -0.4 | 3 | -8 | -0.1 |
| O=C1CCCC2=C1C(c1ccco1)Nc1ccc3ccccc3c12 (stereo not given) | · | -11 | 15 | -2 | 0.0 | -6 | -0.6 | -5 | -9 | 0.0 |
| Cc1ccsc1C1C(C(=O)O)c2ccccc2C(=O)N1C (stereo not given) | · | 13 | -2 | -2 | 5.0 | -6 | 0.0 | -4 | -4 | 0.5 |
| C#CCSc1n[nH]c(-c2ccco2)n1 | 0.5 | -8 | 9 | -1 | -0.4 | 2 | 5.2 | 2 | -5 | -2.2 |
| CCOC(=O)N1CCN(C(=O)COC(=O)CSc2ccc([N+](=O)[O-])cc2)CC1 | 0.8 | 6 | · | · | i | -1 | 0.4 | -1 | 3 | -0.2 |
| CN(C(=O)COC(=O)c1ccc(=O)n(Cc2ccccc2)n1)c1ccccc1 | 0.3 | 2 | 17 | 1 | -0.3 | -7 | -0.4 | -8 | -8 | 0.1 |
| Cc1ccccc1CN1CCN(Cc2ccccc2C(F)(F)F)CC1 | · | 11 | 10 | 6 | 1.8 | 39 | ? | -6 | -2 | -2.7 |
| O=C(Cn1nnc(-c2ccccc2)n1)Nc1ccc2c(c1)OCO2 | · | 9 | 6 | -1 | i | 10 | -0.5 | -4 | -7 | -1.1 |
| O=C1NC[C@H](CCCCN2C[C@@H](Cc3ccccc3)N(CCC3CCCCC3)C(=O)C2=O)N(CCC2CCCCC2)C1=O | -0.3 | 10 | · | · | · | · | 0.5 | 5 | · | · |

Single records (already shown). Values in the order: TcdB GH inh	CCHFV vOTU inh	VHR inh abs	SARS 3CLpro inh	Vc quorum ag	Y pestis TopoI	BoNT-A LC inh2	Anthrax LF inh2	PriA SSB inh	PfHsp40 yeast
O=C(c1cc2ccccc2oc1=O)N(Cc1ccc(F)cc1)C1CCS(=O)(=O)C1 (stereo not given) is entered as 1.1	3	12	1	i	-1	-3.5	17	-6	-0.9
COc1ccc(-n2c(SCC(=O)Nc3nccs3)nc3sc4c(c3c2=O)CCN(C)C4)cc1 is entered as ·	6	14	2	·	-2	12	10	10	-0.1
CCC(=O)Nc1ccc(C(=O)CSc2nc3ccccc3cc2CC)cc1 is entered as 1.9	4	2	4	-0.3	20	-0.7	0	-13	1.4
